Peg3 imprint = qHTS Assay for Compounds that Induce Erasure of Genomic Imprints | mouse ES Peg3-LacZ reporter, beta-gal luminescence, 40 h | AID 1948, 2009 | Potency, µM (doses to about 60.7 µM), for inactives: at the highest dose activity change, positive = activation, actives largely listed as activators | 110,000 compounds, 0.02% hits;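 further: 0% = negative control wells on the plate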
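Each well holds 300 Peg3LacZ-Neo (maternal) female ES cells incubated 40 h at 37C, 5% CO2. LacZ is measured by BetaGlo luminescence, with AC50 and maximum efficacy derived from dose-response curves.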
IkB sig inh = IkB Signaling; ABC-DLBCL IkBa-CBG/CBR dual luciferase ratio, 4 h; response scale: scaled: untreated 0%, proteasome inhibitor 100%; Potency, µM (highest dose often 57.1 µM), for inactives: at the top dose IkBa stabilization activation; 110,000 compounds, 0.04% hits; active means well fitted curve in the direction sought with a large enough effect in the signal ratio, not every such curve was filed as active; inconclusive means small, poorly fitted or top-dose-only effect, or a change in a side signal; the % refers to the signal ratio;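 further: the direction sought is a rising ratio; 0% = basal untreated cells and 100% = reference inhibitor full response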
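Luminescence ratio of IκBα-fused green versus native red beetle luciferase in OCI-Ly3 cells, 4 h post-doxycycline with compound; red signal alone, scaled from basal (0%) to zero light (-100%), flagged nonspecific or cytotoxic effects.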
p53ts 32C kill = qHTS Screen for Compounds that Selectively Target Cancer Cells with p53 Mutations: Cytotoxicity of p53ts Cells at the Permissive Temperature; 130,000 compounds, 0.93% hits; H1299-p53A138V at 32C, ATP luminescence viability, 24 h; Potency, µM (titrated, usually from 46.1 µM), for inactives: at the top dose activity change, negative = cytotoxicity, hits mostly cytotoxic;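 further: 0% = DMSO and -100% = full killing by reference compound; nearly all actives have a fitted effect of over 55% in size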
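Cells: H1299 p53ts (A138V), 600/well, pre-incubated 16–30 h at 37C. Cpd up to 46 uM, 24 h, 32C. Readout: ATPlite luminescence, 20 min RT. Normalization: DMSO vs tamoxifen 100 uM. AC50 by Hill equation.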
p53ts 39C tox = qHTS Screen for Compounds that Selectively Target Cancer Cells with p53 Mutations: Cytotoxicity of p53ts Cells at the Nonpermissive Temperature; Potency, µM (series often up to 46.1 µM), inactives show at the highest dose activity change, negative = cell killing, most hits filed as cytotoxic; H1299-p53A138V viability at 39C, ATP luminescence, 24 h; 130,000 compounds, 1.5% hits; further: nearly all actives have a fitted effect of over 55% in size
Starred values were filed as active, the others as inactive; ? = inconclusive; nt = not tested or not shown; [ ] = dose if it differs, or a comment. Unless noted, the call rests on the fitted dose curve; in most records, active means well fitted curve in the direction sought with a large enough effect; inconclusive means small, poorly fitted or top-dose-only effect, or another doubt; inactive means no such curve, though single readings can be large; an effect the other way counts as inactive or inconclusive. Unless noted, on the % scale 0 is the no-effect control and ±100 the full control effect; potency means the concentration at half of the fitted maximal effect.

compound | Peg3 imprint | p53ts 39C tox | p53ts 32C kill | IkB sig inh
Cc1ccc(-n2nc(CO)c(C(=O)NCCc3ccccc3)n2)cc1 | -12%[10.9 µM] | -23% | 0% | -1.3%
Cc1ccc(SCCNC(=O)CN(c2ccc3c(c2)OCO3)S(C)(=O)=O)cc1 | -5% | 1% | -5% | 1.4%
CC(=O)c1ccc(Nc2nc(C)nc3c2oc2ccccc23)cc1 | -4% | 3% | -4% | -0.3%
CCc1cccc(C)c1NC(=O)c1cnn(-c2ccc(OC)cc2)c1C1CCN(C(=O)OC(C)(C)C)CC1 | 8%[10.9 µM] | 11% | 16% | ?
c1ccc2oc(-c3ccc4nc[nH]c4c3)nc2c1 | nt | ? | ? | nt
COc1ccc(CCC(=O)NCc2nc3cccnc3n2Cc2ccc(OC)cc2)cc1 | ? | -15% | -6% | 0.0%
CCOC(=O)C1=C(C)NC(=O)N(C(C)=O)C1c1ccc(Cl)cc1 (stereo unspecified) | 4% | 24% | -1% | 0.1%
CN1CCN(C(=O)C23CC4CC(CC(C4)C2)C3)CC1 | -7% | -3% | -3% | 0.7%
O=C(O)c1ccccc1[N+](=O)[O-] | 0% | 5% | 8%[1.84 µM] | -1.4%
O=C(Cc1c(F)cccc1Cl)Nc1cccnc1 | -1% | 4% | 3% | 0.1%
O=C(CCCN1C(=O)c2ccccc2C1=O)Nc1ccc(S(=O)(=O)N2CCOCC2)cc1 | 0% | 7% | 0% | -1.1%
COCCn1c(SCC(=O)OCc2ccccc2)nc2c1c(=O)[nH]c(=O)n2C | -4% | 9% | 4% | 4.1%
O=C(O)c1ccc(Cl)cc1Cl | -2% | 5% | 7%[1.84 µM] | -0.1%
CNc1nc(-c2cccnc2)nc2ccccc12 | -9% | -8% | -2% | -2.1%[11.4 µM]
COc1ccccc1CNC(=O)c1ccc(NC(=O)N2CC(C)Sc3ccccc32)cc1 (stereo unspecified) | -4%[10.9 µM] | 1% | -4% | ?
CCNc1nc(SC(C)C(=O)OC)nc(N2CCOCC2)n1 (stereo unspecified) | -3% | -1% | 3% | -1.3%
CS(=O)(=O)Nc1cccc(-c2nccc(NCc3ccccc3)n2)c1 | -15% | -6% | 5% | 1.0%[11.4 µM]
O=C(Nc1cc2c(cc1C(=O)c1ccccc1Br)OCCO2)c1cccc(Cl)c1 | -5%[10.9 µM] | 28% | 7% | ?
COc1ccc(CC(C)N2CCN(c3ccccc3OC)CC2)cc1OC (stereo unspecified) | -18% | -1% | -6% | 1.3%
CCOc1ccccc1CNC(=O)c1cccn1-c1nnc(N2CCCCC2)s1 | -6%[10.9 µM] | -24% | 1% | 0.7%
CCc1ccc(CN(Cc2cn[nH]c2-c2ccc(OC)cc2)C(=O)Nc2cc(Cl)ccc2OC)cc1 | -9%[10.9 µM] | -11% | 11% | ?
Cc1ccc2nc(NC3=NCN(CCN4CCOCC4)CN3)nc(C)c2c1 | -32%[inhibitor] | -11% | -11% | 0.8%
Cc1ccc(Cn2cccc2C2=NC(C)(C)CO2)cc1 | -4%[10.9 µM] | 20% | 8% | 1.6%
Cc1cccc(CNS(=O)(=O)c2ccc(-c3cnc(C4CC4)o3)cc2)c1 | -11%[10.9 µM] | -22% | -2% | ?
O=C(CCCCn1c(=O)[nH]c2ccccc2c1=O)NCCc1c[nH]c2ccccc12 | -16% | -6% | 2% | ?
CC(=O)OCc1cc2cccc(C)c2[nH]c1=O | -6% | -1% | -3% | -0.5%
O=C(Cn1nc(C(=O)O)c2ccccc2c1=O)NCCC1=CCCCC1 | 2% | -8% | 4% | 0.3%
COc1ccc(CN2C(=O)CCC2(C)C(=O)NC2CCCC2)c(OC)c1 (stereo unspecified) | -18% | -3% | -1% | -1.7%
Cn1c(/C(C#N)=C(\O)c2ccc(S(=O)(=O)N3CCCCC3)cc2)nc2ccccc21 | -4% | -7% | -5% | -1.1%
Cc1ccc(NC(=O)C2CCC(CNS(=O)(=O)c3cccs3)CC2)cc1C (stereo unspecified) | -10%[10.9 µM] | 13% | 4% | ?

Single records, from the list above. Order of screens: Peg3 imprint | p53ts 39C tox | p53ts 32C kill | IkB sig inh
Listed for `CNc1nc(-c2cccnc2)nc2ccccc12` → -9% | -8% | -2% | -2.1%[11.4 µM]
Listed for `CCc1cccc(C)c1NC(=O)c1cnn(-c2ccc(OC)cc2)c1C1CCN(C(=O)OC(C)(C)C)CC1` → 8%[10.9 µM] | 11% | 16% | ?
Listed for `COc1ccccc1CNC(=O)c1ccc(NC(=O)N2CC(C)Sc3ccccc32)cc1` (stereo unspecified) → -4%[10.9 µM] | 1% | -4% | ?
Listed for `CN1CCN(C(=O)C23CC4CC(CC(C4)C2)C3)CC1` → -7% | -3% | -3% | 0.7%
Listed for `O=C(CCCCn1c(=O)[nH]c2ccccc2c1=O)NCCc1c[nH]c2ccccc12` → -16% | -6% | 2% | ?

More structures follow:
compound | Peg3 imprint | p53ts 39C tox | p53ts 32C kill | IkB sig inh
CC(=O)c1ccc(OCC(O)CN2CCN(CC(O)COc3ccc(C(C)=O)cc3)CC2)cc1 (stereo unspecified) | nt | -10% | 20% | nt
CN1CCc2c(sc3c2c(=O)n(-c2ccccc2)c2nnc(SCc4ccccc4F)n32)C1 | 0% | 21% | 2% | 0.0%
N[C@@](CC(=O)O)(Cc1ccccc1)C(=O)O | 10%[10.9 µM] | -5%[9.22 µM] | -1%[9.22 µM] | 0.5%[11.4 µM]
COC(=O)c1sc(NC(=O)CSc2nnnn2-c2ccc(C)cc2C)nc1C | -3% | 6% | -1% | -2.0%
Nc1nc(-c2cc(-c3cccc4ccccc34)nc(N)n2)cc(-c2cccc3ccccc23)n1 | -2%[10.9 µM] | 3%[9.22 µM] | 5%[9.22 µM] | -0.5%[11.4 µM]
CCSC1(SCC)N=C(N)C2(C#N)C(c3ccccc3)NC(C)=C(C)C12C#N (stereo unspecified) | -14% | 5% | 9% | -3.5%
O=C(O)CCC(=O)N1CCC(C(=O)c2cccc(Cl)c2)CC1 | -12% | -11% | -7% | 0.0%
O=c1cc(N2CCOCC2)[nH]c(=O)n1-c1ccc(Br)cc1 | -7% | 8% | -8% | 3.1%
O=C1Nc2ccccc2C12Nc1ccccc1-c1nc3ccccc3n12 (stereo unspecified) | 15% | -21% | 9% | ?
CCc1cccc(C)c1NC(=O)c1cc(S(=O)(=O)N(Cc2ccc(C(=O)OC)cc2)Cc2ccc(OC)c(OC)c2)ccc1F | -15%[10.9 µM] | -22% | 6% | -2.5%
CC(C)c1nn2c(=O)cc(COC(=O)COc3ccccc3F)nc2s1 | -8%[10.9 µM] | 5% | 11% | 3.3%
COc1ccc(N2CC(NC(=O)c3ccc(S(=O)(=O)N4CCCC4)cc3)CC2=O)cc1 (stereo unspecified) | 3%[10.9 µM] | 11% | 1% | 1.1%
Cc1cc(C)c(S(=O)(=O)NCC(c2ccco2)N2CCOCC2)c(C)c1 (stereo unspecified) | -11%[10.9 µM] | -10% | -6% | 0.3%
CN1[C@@H]2CC[C@H]1CC(NC(=O)c1nn(C)c3ccccc13)C2 (stereo partly specified) | nt | 6% | -10% | 2.5%
COCCNC(=O)c1ccc(-c2nc(CN3CCc4ccccc43)c(C)o2)cc1 | -3%[10.9 µM] | -9% | -8% | -2.7%
CCSc1nc2ccccc2n1CC(=O)N1CCOCC1 | 3% | 5% | -9% | 2.7%
CCOc1ccc(CNc2ccc3c(c2)nc(C)n3C)cc1 | -41%[inhibitor] | -31% | -29% | ?
Cc1cccc(-c2nnc(SCc3cc(=O)[nH]c4ccccc34)n2C)c1 | nt | 4% | -4% | -3.5%
CC1(c2ccccc2)NC(=O)N(CCOc2ccccc2)C1=O (stereo unspecified) | -11% | 0% | 1% | 0.0%
Cc1c(C(=O)OC2CCCCC2)sc2nc[nH]c(=O)c12 | -12% | 19% | 13% | -1.2%
CCOc1ccc(Nc2cc(C)c(C#N)c3nc4ccccc4n23)cc1 | -12%[10.9 µM] | 2% | 6% | 0.4%
COc1ccc(OC)c(NC(=O)N2CCC3(CC2)Oc2ccccc2C(=O)N3Cc2ccccc2F)c1 | -13%[10.9 µM] | -8% | 13% | ?
Cn1c(=O)c2c(nc(N3CCCCCC3)n2CC(O)COc2ccc(Cl)cc2)n(C)c1=O (stereo unspecified) | -2% | 15% | -1% | -0.3%
O=C(c1noc2c1CCc1ccccc1-2)N1CCCc2ccccc21 | -22% | -3% | -10% | ?
CCOC(=O)c1[nH]c(C)c(C(=O)NCCCOC(C)C)c1C | -4% | 11% | -8% | -0.7%
COc1ccc(CNc2ncncc2-c2ccoc2)c(OC)c1 | -14% | -7% | -7% | 3.5%[11.4 µM]
CCOC(=O)N1CCN(c2ccc(C(=O)c3ccccc3)cc2F)CC1 | -29% | 4% | 11% | ?
CCOc1ccc2nc(N3CCCC(C(=O)NCCc4ccc(OC)cc4OC)C3)sc2c1 (stereo unspecified) | -13%[10.9 µM] | ? | -8% | ?
CCSc1ccccc1C(=O)n1nnc2ccccc21 | -29% | 14% | 3% | ?
Cc1cc(COc2ccccc2OCc2cc(C)no2)on1 | -26% | 5% | 1% | 0.6%
Cc1cnc2c(c1SCC(=O)N(C)c1ccccc1)c(=O)n(C)c(=O)n2C | -7%[10.9 µM] | 11% | 8% | 2.1%
CCOC(=O)c1oc2cc(OCC(N)=O)ccc2c(=O)c1-c1ccc(OC)c(OC)c1 | 4% | 2% | 3% | 0.7%
O=C(NCCc1ccc(Cl)cc1)C1CCN(S(=O)(=O)N2CCC3(CC2)OCCO3)CC1 | -3% | -6% | 4% | -0.2%

An excerpt from further up, for reference:
compound | Peg3 imprint | p53ts 39C tox | p53ts 32C kill | IkB sig inh
CN1CCc2c(sc3c2c(=O)n(-c2ccccc2)c2nnc(SCc4ccccc4F)n32)C1 | 0% | 21% | 2% | 0.0%
N[C@@](CC(=O)O)(Cc1ccccc1)C(=O)O | 10%[10.9 µM] | -5%[9.22 µM] | -1%[9.22 µM] | 0.5%[11.4 µM]

Bioassay records deposited in PubChem BioAssay by National Center for Advancing Translational Sciences (NCATS).

Hits appear at their usual frequency, and some 1.7% of all compounds hit somewhere here.
